High-throughput results deposited in PubChem BioAssay by several laboratories.
Ba/F3 V617F tox – reduce viability of Ba/F3 cells dependent on JAK2V617F | Ba/F3 EpoR-JAK2V617F viability, ATP luminescence | inhibition, % at 5.6 µM | actives 1.1% (n = 220,000) | AID 1446;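 active means inhibition above the campaign mean plus 3 SD over all tested compounds, cut at about 24% in these data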;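 further: cytokine-independent growth of Ba/F3 cells driven by EpoR plus mutant JAK2; 0% = DMSO-treated cells and 100% = JAK inhibitor I control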
zfTRPN1 agonist – activates the zebrafish TRPN1 channel. HEK293 zebrafish TRPN1-YFP, Fluo-8 calcium fluorescence; 100% = response to 87 µM carbachol. activation, % at 3 µM. actives 0.18% (n = 220,000). AID 1424;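 active means activation above its plate's cutoff, the mean activation of test wells on that plate plus 3 SD, cut at about 19% in these data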;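 further: 0% = DMSO alone and 100% = 87 µM carbachol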
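System: zebrafish TRPN1-YFP in HEK293 cells / Dosing: 3 µM single point / Timing: dye loading 1 h at 37 °C, then 30 min room temperature / Signal: Fluo-8 calcium fluorescence, excitation 470-495 nm, emission 515-575 nm / Read-out basis: percent activation from peak over basal fluorescence ratio, control-normalized / Control set: high carbachol 87 µM, low DMSO alone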
S1P4 antag – human S1P4 receptor antagonism; AID 1510; actives 0.26% (n = 220,000); S1P4-expressing cells, antagonist mode, reporter read-out; O95977; inhibition, % at 4.98 µM; in the data active means inhibition above about 29%;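 further: 0% = wells stimulated with agonist and 100% = vehicle wells without agonist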
PERK inh – blocks human PERK kinase. actives 0.17% (n = 220,000). CHO PERK-DD fusion, SEAP luminescence translation reporter. inhibition, % at 5.6 µM. Q9NZJ5;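 active means inhibition above the mean inhibition of all tested compounds plus 3 SD, set separately per screening campaign, cut at about 2.9% in these data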;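 further: PERK kinase domain activated by AP20187 dimerizer at 100 nM; 0% = DMSO with dimerizer and 100% = rapamycin at 8.4 µM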
EP2 mod – modulates human prostaglandin E2 receptor EP2 signaling; P43116; EP2-expressing cells, cAMP HTRF FRET, PGE2 co-stimulation; induction, % at 25 µM; actives 0.83% (n = 260,000); AID 940;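 active means compounds whose cAMP rise, as percent of the full-agonist control response, exceeds 60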;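 further: rat C6 glioma line stably carrying human EP2 under a CMV promoter; the protocol text gives 20 µM as final concentration; 100% = response of wells given 1 µM PGE2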
Target sequence (P43116 whole entry, looked up): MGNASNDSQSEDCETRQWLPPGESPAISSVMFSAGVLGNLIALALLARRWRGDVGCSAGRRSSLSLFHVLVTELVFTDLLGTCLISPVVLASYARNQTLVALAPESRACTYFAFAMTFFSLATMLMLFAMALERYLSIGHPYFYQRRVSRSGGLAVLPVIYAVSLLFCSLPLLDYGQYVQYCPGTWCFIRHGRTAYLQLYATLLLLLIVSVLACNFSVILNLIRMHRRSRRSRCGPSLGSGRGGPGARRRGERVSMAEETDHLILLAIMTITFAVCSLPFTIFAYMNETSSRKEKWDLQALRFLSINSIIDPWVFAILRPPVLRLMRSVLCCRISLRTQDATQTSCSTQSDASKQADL
BaF3 tox – parental Ba/F3 viability inhibition as JAK2V617F counter-screen | CellTiter-Glo ATP luminescence | inhibition, % at 5.6 µM | actives 1.1% (n = 220,000);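 active means inhibition above a per-campaign cutoff, the mean inhibition of all tested compounds plus 3 SD, cut at about 27% in these data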;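 further: 0% = DMSO wells and 100% = JAK Inhibitor I control wells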
m-calpain inh – inhibitors of pig calpain II. purified calpain II, fluorogenic peptide substrate, 30 min. inhibition, % at 16 µM. actives 0.37% (n = 220,000). AID 1236;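 active means inhibition above about 50%, limit read from the data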
TRPML3 ag – activates the human TRPML3 channel | Q8TDD5 | HEK293 TRPML3-YFP, Fluo-8 calcium fluorescence; 100% = the carbachol control signal | activation, % at 3 µM | actives 0.29% (n = 220,000);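 active means activation above its plate's cutoff, the mean activation of the plate's test wells plus 3 SD, cut at about 12% in these data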;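 further: 0% = DMSO only wells and 100% = carbachol wells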
Target sequence (Q8TDD5 whole entry, looked up): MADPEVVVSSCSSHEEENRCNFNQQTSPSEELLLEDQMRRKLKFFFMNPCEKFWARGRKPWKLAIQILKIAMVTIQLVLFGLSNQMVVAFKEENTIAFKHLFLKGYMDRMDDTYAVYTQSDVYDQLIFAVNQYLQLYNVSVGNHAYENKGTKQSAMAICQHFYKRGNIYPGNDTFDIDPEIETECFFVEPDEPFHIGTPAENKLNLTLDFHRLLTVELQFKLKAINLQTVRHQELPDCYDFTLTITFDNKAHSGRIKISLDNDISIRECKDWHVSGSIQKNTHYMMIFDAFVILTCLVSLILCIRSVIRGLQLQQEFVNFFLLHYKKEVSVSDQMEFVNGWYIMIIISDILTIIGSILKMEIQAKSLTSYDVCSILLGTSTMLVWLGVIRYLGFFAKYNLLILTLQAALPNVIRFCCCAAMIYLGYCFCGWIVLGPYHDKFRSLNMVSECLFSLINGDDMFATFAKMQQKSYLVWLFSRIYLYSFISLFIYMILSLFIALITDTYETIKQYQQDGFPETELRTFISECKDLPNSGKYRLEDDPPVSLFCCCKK
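Material: HEK293 cells stably carrying human TRPML3-YFP; compound dosing: single dose, 3 µM final nominal compound, 0.3% DMSO final; incubation: 1-h 37 °C dye load, 5-s basal, 120-s post-compound reads; technique: Fluo-8 intracellular calcium fluorescence, excitation 470-495 nm, emission 515-575 nm; read-out basis: percent activation from peak-to-basal fluorescence ratio, scaled between DMSO and carbachol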
S1P4 ag – agonists of human S1P4 receptor | O95977 | S1P4-expressing cell line, agonist reporter assay | activation, % at 4.98 µM | actives 0.35% (n = 220,000); in the data active means activation above about 11%;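 further: 0% = DMSO vehicle and 100% = reference agonist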
The depositor's hits bear a star; & = joins results of further samples.

SMILES | Ba/F3 V617F tox | zfTRPN1 agonist | S1P4 antag | PERK inh | EP2 mod | BaF3 tox | m-calpain inh | TRPML3 ag | S1P4 ag
COc1ccc(CN2CC(C(=O)NCc3cccc(OC)c3)CC2=O)cc1 (centres undefined) | -1 | 0.3 | -1 | 0.6 | 17 | 1 | 9 | 0.7 | -1.0
CC1(C)COC(c2cccn2Cc2ccccc2Cl)=N1 | -1 | -0.6 | -11 | 0.4 | 20 | 8 | 2 | -1.1 | -1.3
Cn1nc(-c2ccc(Cl)cc2)c2cc(C(=O)NCc3ccco3)sc21 | -6 | -0.3 | 2 | -0.9 | -4 | 3 | -61 | 0.2 | -0.2
CN(Cc1cnn(-c2ccc(F)cc2)c1)Cc1nc(Cc2ccccc2)no1 | -1 | -0.3 | -4 | 0.4 | -64 | -2 | 24 | 0.6 | -3.0
COc1cccc(NC(=S)NCCCN2CCOCC2)c1 | 0 | 0.1 | 4 | 0.3 | 5 | 3 | 0 | 1.3 | -1.6
Cc1ccc(-c2nnc(N3CCN(C(=O)COc4ccccc4)CC3)c3ccccc23)cc1 | 3 | -2.2 | -5 | -1.5 | 41 | 6 | 38 | -1.0 | 1.6
CC1(C)NC(=O)NC2(C)NC(=O)NC(C)(C)C12 (centres undefined) | -1 | -0.4 | 0 | 2.1 | 22 | 3 | -21 | 0.8 | 1.8
COC(=O)c1ccc(/C=C(\C#N)c2ccccn2)cc1 | -3 | -0.7 | -10 | 0.7 | -24 | -1 | 9 | -0.1 | 1.4
COc1ccc(/C=N/NC(=O)c2ccncc2)cc1CN1CCOCC1 | -4 | 0.9 | 0 | 1.0 | -14 | -10 | 7 | 1.2 | -1.0
COc1ccc(Cn2nnnc2C(C(C)C)N(Cc2ccco2)Cc2cccs2)cc1 (centres undefined) | 4 | 2.2 | 2 | -1.4 | 28 | 5 | 10 | 2.0 | -0.3
Cc1ccc(S(=O)(=O)Oc2ccc(N3C(=O)C4C5CCC(C5)C4C3=O)cc2)cc1 (centres undefined) | 2 | 3.6 | 3 | 1.0 | -37 | 1 | -12 | 1.0 | 0.2
O=C(CSc1ccccc1C(=O)O)NCC1CCCCC1 | 3 | -1.8 | -6 | 0.5 | 21 | 3 | -23 | 1.2 | -1.6
COC(=O)c1c(NC(=O)Cn2nc(C(F)F)cc2C(F)F)sc(C)c1C | -2 | -0.7 | 18 | -0.1 | 9 | 2 | -31 | -0.7 | -4.3
NS(=O)(=O)c1ccc(CCNCC(=O)NC2CC2)cc1 | 3 | -0.2 | -10 | 1.0 | -6 | 1 | -19 | 0.3 | -0.2
C/C(N)=C(/C#N)C(=O)CSc1nnc(Nc2cccc(C)c2)s1 | -3 | -0.2 | -20 | 0.0 | -26 | -1 | -27 | 0.0 | -0.3
Cc1c(Cl)c([N+](=O)[O-])nn1CC(=O)NCC1CCCO1 (centres undefined) | 1 | 1.2 | 4 | 0.4 | -29 | 0 | 12 | 0.7 | 1.0
CC(C)CCN1CC(C(=O)N2CCN(c3ccc(F)cc3)CC2)CC1=O (centres undefined) | 1 | 0.8 | -1 | 0.0 | 0 | 1 | 30 | 0.0 | 0.3
CCOC(=O)C1(Cc2ccccc2C(F)(F)F)CCN(C2CCN(C(C)=O)CC2)CC1 | -3 | 1.3 | -6 | -0.2 | 3 | 1 | -27 | 0.6 | 2.2
COc1cc(-c2nc3ccc4ccccc4c3c3c2CCC3)ccc1O | 0 | -0.3 | -5 | 0.6 | 14 | 5 | -21 | 0.6 | 0.3
COc1cc(NC(=O)c2ccc(CNc3c(N4CCCC4)c(=O)c3=O)cc2)cc(OC)c1OC | 0 | 1.7 | -20 | -0.9 | -34 | -3 | 10 | 0.5 | 0.1
CCC(NC(=O)c1ccccc1NC(=O)c1ccc(C)cc1)C(=O)O (centres undefined) | -4 | -1.5 | 1 | -0.4 | 31 | 0 | -29 | 1.0 | -0.2
C[C@@H](C(=O)Nc1ccc2ccccc2c1)[C@H]1C[C@]1(C)[C@H](NC(=O)OCc1ccccc1)c1ccccc1 | 3 | 1.4 | 14 | -0.2 | 35 | 8 | -6 | -0.4 | 2.1
COc1cccc2c1OCC(CN1CCN(C3CCCCC3)C(CCO)C1)=C2 (centres undefined) | 1 | 0.9 | -6 | 0.0 | -31 | 0 | 26 | 0.1 | 2.6
Clc1ccc(-c2csc(N3CCSCC3)n2)cc1 | 3 | -0.3 | -12 | -0.6 | -12 | 6 | 30 | 0.2 | 0.6
O=C(/C=C/c1ccco1)NCC(=O)N/N=C/c1ccccc1[N+](=O)[O-] | 0 | -1.4 | 3 | -0.8 | -17 | 8 | 29 | -0.2 | -0.6
O=C1CSC(c2cccs2)N1c1ccccc1 (centres undefined) | 0 | -0.5 | 5 | 0.7 | 43 | 1 | -7 | 0.5 | 1.5
O=C(CSc1nnc(CNc2ccccc2)o1)c1ccc2c(c1)OCCO2 | -1 | 1.4 | 4 | 1.1 | -29 | 2 | 8 | 1.4 | -1.0
COc1cccc(-n2cc3c(c2-c2ccccc2)c(=O)n(C)c(=O)n3C)c1 | 1 | -1.0 | 4 | -0.3 | 12 | 7 | -12 | -0.3 | 1.0
O=C1C2C3C=CC(C3)C2C(=O)N1c1n[nH]c(-c2cccnc2)n1 (centres undefined) | -2 | 1.1 | 1 | -0.8 | 18 | 0 | -20 | 0.4 | -1.4
O=C(Nc1ccccc1F)c1cc(S(=O)(=O)N2CCCCC2)cs1 | -3 | 0.1 | -16 | 0.9 | 10 | 4 | -20 | 0.3 | -2.2
Cc1cc(Nc2ccc(C(=O)O)cc2)n2nc(C)nc2n1 | 1 | 0.5 | 2 | 0.9 | 14 | 3 | -12 | 0.1 | -1.0
Nc1nonc1-c1nc2ccccc2n1CC(=O)N/N=C/c1ccc(-c2ccccc2C(=O)O)o1 | 2 | 1.0 | 5 | 0.4 | 4 | 11 | -38 | 1.2 | 2.9
CCOC(=O)C1CCCN(C(=O)Nc2c(-c3ccccc3)noc2C)C1 (centres undefined) | 0 | -0.6 | 1 | 0.5 | -15 | -2 | -8 | 0.4 | -0.5
CCOc1cccc(N(C(=O)C2COc3ccccc3O2)C(C(=O)NC2CCCCC2)c2ccc(O)cc2)c1 (centres undefined) | -2 | -0.9 | -7 | 0.8 | 26 | 1 | 8 | 0.0 | -2.5
Cc1nn(C)c(C)c1CN(Cc1nc(-c2cc(F)ccc2F)oc1C)C1CC1 | -2 | -1.3 | -11 | -0.4 | -1 | 4 | 2 | 0.6 | -0.3
CCC(C)(C)NC(=O)c1ccc2c(c1)N(CC(=O)OC)C(=O)C(C)(C)O2 | -3 | -0.9 | -18 | -0.1 | 33&-64 | 0 | 0 | -0.4 | 0.2
O=C1c2ccccc2C(=O)N1CCN1CCc2ccccc21 | -1 | -0.9 | -5 | 1.5 | 1 | 3 | -13 | -0.1 | 1.9
CC(C)(C)C1CCC(=NNc2ncc(C(F)(F)F)cc2Cl)CC1 (centres undefined) | -4 | -0.6 | -4 | 0.2 | -7 | 3 | -2 | 0.9 | 2.3
COc1ccccc1-c1cc(C(F)(F)F)nc(NCc2cccs2)n1 | -4 | -0.9 | -8 | 0.6 | 40 | 2 | 7 | 0.4 | 2.6
C=CCn1cnc2c(nnn2-c2ccc(C)c(Cl)c2)c1=O | 1 | -1.2 | -28 | 1.0 | 21 | 7 | -20 | 1.1 | 0.5
COc1ccc(-c2[nH]nc3c2C(c2ccoc2)C(C#N)=C(N)O3)cc1 (centres undefined) | 1 | -0.8 | -7 | 0.6 | -44 | 0 | -19 | -0.5 | 1.6
COc1ccc(C(=O)Nc2cc(C(=O)O)cc(C(=O)O)c2)cc1Cl | 3 | 0.2 | 7 | 0.2 | 17 | 1 | 14 | 0.6 | -0.6
COC(=O)CCn1nnc(-c2ccc(C)cc2)n1 | -3 | -1.2 | 7 | 1.2 | 3 | 4 | -5 | 0.9 | -0.9
COc1ccc(/C=N\Nc2ccc([N+](=O)[O-])cc2[N+](=O)[O-])c(C(=O)O)c1OC | -3 | -1.1 | -12 | 0.7 | -3 | -6 | 2 | 0.6 | -0.8
CC1CCc2c(sc3nc4n(c(=O)c23)CCS4)C1 (centres undefined) | -2 | 0.6 | 10 | -0.3 | 21 | 1 | -2 | 0.3 | 0.1
COc1cc(/C=C/C(=O)OCC(=O)NC2CCS(=O)(=O)C2)ccc1O (centres undefined) | 1 | 0.7 | -5 | 0.1 | 4 | 1 | -9 | 0.3 | -1.1
CC1CCCN(c2ccc(C(=O)NCc3ccc4c(c3)OCO4)cc2[N+](=O)[O-])C1 (centres undefined) | -1 | -0.9 | -13 | 0.8 | -7 | 2 | 35 | 1.5 | -0.1
CCCCc1nnc(NC(=O)c2nc3nccc(C)n3n2)s1 | -1 | -0.8 | -8 | -0.5 | -2 | -1 | -19 | 0.4 | 0.1
CN(C)CCNC(=O)C1CCCNC1=O (centres undefined) | -3 | 0.0 | -6 | 0.7 | 23 | -1 | -20 | 0.9 | -1.1
COc1ccc(/C=C/c2c([N+](=O)[O-])c(=O)n(C)c(=O)n2C)cc1OC | -2 | 2.9 | 5 | 0.9 | -17 | -1 | 14 | 0.0 | -1.9
O=C(C/C=N/OCc1c(Cl)cccc1Cl)c1ccc(Cl)cc1 | -2 | -0.3 | 9 | 1.0 | 15 | 2 | 23 | -0.4 | -1.6
Cc1ccc(NC(=O)c2ccc([N+](=O)[O-])cc2)cc1S(=O)(=O)N(C)C | 4 | 6.3 | 0 | -0.2 | -59 | 7 | -40 | 3.9 | 0.4
COc1ccccc1-n1c(CNC(=O)c2ccco2)nnc1SCC(=O)Nc1ccc(F)cc1 | -2 | 0.2 | -28 | -0.2 | -15 | 1 | 6 | 0.1 | -0.6
CC(C)(C)OC(=O)COc1cc(O)c2c(=O)cc(-c3ccccc3)oc2c1 | -3 | 0.7 | -5 | 0.9 | -6 | 5 | 29 | 0.4 | -0.3
CC(C)OCC(O)CS(=O)Cc1ccccc1 (centres undefined) | -2 | -0.4 | -6 | -0.4 | -1 | 3 | 10 | 0.2 | 0.0
COc1ccc(-c2cc3nc(C4CCN(C(=O)OC(C)(C)C)CC4)c(C(=O)O)cn3n2)cc1 | 0 | 1.0 | -10 | 1.6 | 46 | 6 | -70 | 0.5 | 0.8

An unsorted share of the library. About 3.6% of those tested had a hit in this group.
